# Compound activity (PubChem BioAssay)
# NCOA2 inhibitor: human SRC2 (NCOA2) inhibition. Q15596. HEK293 GAL4-SRC2 luciferase reporter, luminescence. inhibition, % at 9 µM. actives 0.17% (n = 370,000);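 active = inhibition above the mean inhibition of all tested compounds plus 3 SD, set per campaign, cut at about 52% in these data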;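 note: 0% = DMSO treated cells and 100% = cells given Gossypol at 36 µM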
# Vif inh: inhibitors of HIV Vif; HEK293T cells, Vif self-association by quenched fluorescence, imaging, 24 h; inhibition, % at 7.49 µM; actives 0.35% (n = 340,000); in the data active = inhibition above about 50%, passing the limit was not always enough; inconclusive = no clear call, values can overlap the other calls; inactive = below about 31%; note: some results filed as inactive read as strong as hits
# COUP-TFII inh: blocks human COUP-TFII nuclear receptor | P24468 | HEK293T NGFI-A luciferase reporter, luminescence | inhibition, % at 8.6 µM | actives 0.7% (n = 370,000);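 active = inhibition above a per-plate cutoff, mean inhibition of test wells between control levels plus 3 SD, cut at about 38% in these data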;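 note: cells cotransfected with COUP-TFII expression vector driving the NGFI-A reporter; 0% = median of COUP-TF2 test wells and 100% = reporter-only cells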
# NCOA3 inh: inhibits human SRC3 coactivator; Q9Y6Q9; HEK293 GAL4-SRC3 luciferase reporter, luminescence; inhibition, % at 3.6 µM; actives 0.17% (n = 360,000);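 active = inhibition above a per-campaign cutoff, the mean of all compounds plus 3 SD, cut at about 60% in these data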;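 note: 0% = DMSO-treated cells and 100% = gossypol-treated cells at 36 µM; higher means less SRC3-driven luciferase light from the GAL4 reporter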
# Target sequence (Q9Y6Q9 whole entry, looked up, the tested form may be a part): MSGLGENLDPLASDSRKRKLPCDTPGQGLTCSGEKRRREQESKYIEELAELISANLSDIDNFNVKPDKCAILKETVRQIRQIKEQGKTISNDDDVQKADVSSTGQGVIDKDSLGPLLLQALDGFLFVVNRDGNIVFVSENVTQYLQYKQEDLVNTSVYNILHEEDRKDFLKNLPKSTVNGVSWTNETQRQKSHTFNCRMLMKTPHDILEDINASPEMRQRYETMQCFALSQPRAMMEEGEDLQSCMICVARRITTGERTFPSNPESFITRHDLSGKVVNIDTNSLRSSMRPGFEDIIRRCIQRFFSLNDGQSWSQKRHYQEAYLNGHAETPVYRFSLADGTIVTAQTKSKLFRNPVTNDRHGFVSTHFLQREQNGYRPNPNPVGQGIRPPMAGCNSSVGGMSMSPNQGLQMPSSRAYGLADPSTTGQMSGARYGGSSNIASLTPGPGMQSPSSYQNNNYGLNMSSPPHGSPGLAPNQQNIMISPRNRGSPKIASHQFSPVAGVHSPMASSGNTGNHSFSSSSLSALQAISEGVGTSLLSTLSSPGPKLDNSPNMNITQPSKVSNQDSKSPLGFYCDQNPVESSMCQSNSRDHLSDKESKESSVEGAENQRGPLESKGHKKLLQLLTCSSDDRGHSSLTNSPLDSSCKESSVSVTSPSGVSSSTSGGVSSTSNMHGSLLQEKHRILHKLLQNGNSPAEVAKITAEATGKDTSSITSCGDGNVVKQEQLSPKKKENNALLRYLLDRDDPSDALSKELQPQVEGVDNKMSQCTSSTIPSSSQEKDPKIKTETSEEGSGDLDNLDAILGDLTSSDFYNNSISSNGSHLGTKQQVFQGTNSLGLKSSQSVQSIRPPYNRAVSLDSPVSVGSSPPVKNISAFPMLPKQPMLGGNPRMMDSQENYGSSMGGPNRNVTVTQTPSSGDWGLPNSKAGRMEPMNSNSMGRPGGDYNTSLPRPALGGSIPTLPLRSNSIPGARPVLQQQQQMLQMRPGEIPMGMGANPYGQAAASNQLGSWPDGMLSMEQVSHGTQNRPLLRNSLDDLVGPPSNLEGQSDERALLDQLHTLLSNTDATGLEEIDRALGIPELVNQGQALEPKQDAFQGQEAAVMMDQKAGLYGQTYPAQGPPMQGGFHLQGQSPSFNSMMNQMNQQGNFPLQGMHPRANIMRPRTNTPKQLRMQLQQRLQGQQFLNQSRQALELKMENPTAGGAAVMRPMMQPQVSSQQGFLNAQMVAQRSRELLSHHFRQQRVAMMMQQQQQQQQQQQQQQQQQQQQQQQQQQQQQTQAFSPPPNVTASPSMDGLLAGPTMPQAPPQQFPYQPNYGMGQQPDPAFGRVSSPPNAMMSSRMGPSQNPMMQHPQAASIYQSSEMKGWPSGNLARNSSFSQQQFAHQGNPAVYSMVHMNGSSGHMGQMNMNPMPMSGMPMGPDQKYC
# C8 TRAIL sens: caspase-8 TRAIL sensitization; NB7+C8 cells + TRAIL, ATPlite viability luminescence; inhibition (viability loss, TRAIL sensitization), % at 10 µM; actives 1% (n = 360,000);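 active = compounds causing at least 50% loss of cell viability in the single-dose screen, relative to plate controls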
# LMP1 NFkB inh: Epstein-Barr LMP1 NF-kappaB reporter inhibition; LMP1-induced NF-kappaB luciferase reporter cells, luminescence; actives 0.69% (n = 350,000); inhibition, % at 12.5 µM; AID 504558; in the data active = inhibition above about 41%; inconclusive = no clear call, values can overlap the other calls;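 note: 0% = neutral control wells and 100% = reference inhibitor control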
# TROY NFkB inh: blocks TROY-dependent signaling in reporter cells; actives 0.98% (n = 360,000); Q293 LMP1-TROYcd NF-kB luciferase reporter, 4 h; inhibition, % at 10 µM;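 active = compounds whose plate-normalised and pattern-corrected inhibition of the luciferase reporter signal at the single screening dose is 50% or more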
# NOD2 RIPK2 PPI: NOD2-RIPK2 protein interaction inhibition | O43353 | CHO BLA complementation NOD2-RIPK2, CCF4 ratio | inhibition, % at 4.98 µM | actives 0.38% (n = 360,000) | AID 624267; in the data active = inhibition above about 21%;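 note: 0% = vehicle only and 100% = reference blocker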
# NCOA1 inh: inhibits human SRC1 coactivator. inhibition, % at 3.6 µM. actives 0.12% (n = 360,000). AID 588354. HEK293 GAL4-SRC1 luciferase reporter, luminescence;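 active = inhibition above the campaign mean plus 3 SD, with each screening campaign given its own cutoff, cut at about 60% in these data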;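 note: 0% = DMSO treated cells and 100% = gossypol at 36 µM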
# NR5A2 inv ag: suppresses constitutive activity of human LRH-1 | O00482 | HEK293T StAR-luciferase reporter, LRH-1 transfected, 24 h | inhibition, % at 3.6 µM | actives 0.13% (n = 360,000);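 active = inhibition above the mean inhibition of all tested compounds plus 3 SD, cut at about 73% in these data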;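 note: 0% = DMSO wells and 100% = reporter-only cells lacking LRH-1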
# TLR9-MyD88 inh: TLR9-MyD88 interaction inhibition. Q9NR96+Q99836. CHO BLA complementation TLR9-MyD88, CCF4 FRET ratio. inhibition, % at 4.98 µM. actives 0.21% (n = 340,000). AID 504734;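 active = inhibition above the mean over all tested compounds plus 3 SD, cut at about 21% in these data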;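 note: 0% = DMSO only wells and 100% = clavulanate BLA inhibitor control wells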
# Active calls of the source: *; ? = inconclusive; . = no result given. These rows are one share of the data; count on the stated rates, not on these rows.
# Value order: TROY NFkB inh	NCOA1 inh	COUP-TFII inh	NOD2 RIPK2 PPI	LMP1 NFkB inh	NCOA2 inhibitor	NR5A2 inv ag	C8 TRAIL sens	TLR9-MyD88 inh	NCOA3 inh	Vif inh
Cc1cccc(C(=O)OCC(=O)NCCCc2ccccc2)c1O
→ -10	4	17	-1	6	1	9	9	-5	23	-11
CCOC(=O)/C=C1\SCC(=O)N1CC(O)CN1C(=O)CS/C1=C\C(=O)OCC
→ -3	14	.	-10	-1	.	6	-3	9	5	-9
C=CCSc1nc(-c2ccc(OC)cc2)c(C#N)c(=O)n1CC=C
→ 30	-18	14	-7	13	16	13	12	-10	23	-5
O=C(Nc1ccc(N2CCN(C(=O)c3cccs3)CC2)cc1)c1ccco1
→ -4	6	-11	2	4	0	-17	14	3	-17	-2
Cn1c(Cc2ccccc2)nnc1SCC(=O)NC1CCCC1
→ -19	-1	-20	-5	2	20	-14	5	-2	7	-4
Cc1cc(F)ccc1C(O)c1ncc(-c2ccccc2)[nH]1 (stereo not drawn)
→ -13	0	2	-2	.	7	-15	-12	.	-7	.
O=C(Oc1ccccc1)c1cccc2cccnc12
→ -7	5	7	-2	0	-4	-28	-24	12	-5	3
CCn1c(SCC(=O)c2ccccc2)nc2c(c1=O)SC(C)C2 (stereo not drawn)
→ 12	5	10	-8	7	0	37	9	1	2	-6
COc1cccc2[nH]c(C(=O)NCCCN3CCCC3=O)cc12
→ 15	2	-12	-6	6	-16	-13	-15	-8	7	-5
N#Cc1ccc(C(=O)OCC(=O)Nc2ccc(N3CCOCC3)cc2)cc1
→ -4	-34	-6	-19	34	-11	0	-14	-3	4	4
CN(C)CCCN(C(=O)c1ccc2c(c1)CCCC2)c1nc2cc3c(cc2s1)OCO3
→ -18	2	-17	8	-9	1	-10	38	2	21	-2
COc1cccc(C(C)(O)c2nc(-c3ccccc3OC)cs2)c1 (stereo not drawn)
→ 7	5	-6	3	.	10	-28	-4	.	6	57*
O=C(CN1C(=O)NC2(CCCc3ccccc32)C1=O)N1CCCCC1 (stereo not drawn)
→ 4	-14	-15	3	-12	4	-5	-8	5	1	6
N#Cc1ccc2ccn(CC(=O)NCc3ccccc3)c2c1
→ -6	-4	22	1	1	-19	18	13	6	6	4
COc1ccc(/C=C2\N=C(c3ccc(C)cc3)OC2=O)cc1
→ 5	-2	-12	-6	5	10	7	2	5	-5	0
O=C(Nc1ccc(N2CCOCC2)cc1)Nc1ccc2nsnc2c1
→ 10	-5	-1	-10	1	-1	2	0	-3	0	-6
COc1ccc(N(C(=O)c2ccco2)S(=O)(=O)c2ccc(F)cc2)cc1
→ 11	2	-2	-1	5	8	8	2	1	7	11
Cc1ccc(NC(=O)COC(=O)CCC(=O)c2cccs2)cc1
→ 10	-13	-8	-1	2	-3	-9	1	6	-15	-4
O=C(NC1CCCCC1)c1ccc(Cn2cc(Br)cn2)o1
→ 5	-5	-9	1	2	8	-11	11	-4	7	10
O=C1C(c2ccccc2)C2C=CC(C2)N1O (stereo not drawn)
→ 2	3	-10	-9	?	20	20	3	-6	-17	1
CC(C)CSC1=NSC2=NC(=O)/C(=C\c3cccs3)C(=N)N12
→ 34	-52	-14	5	-4	-28	-60	12	4	-45	-8
Cc1nc2ccccc2n1CCOc1ccccc1
→ 11	12	3	-15	15	14	4	-5	-10	-13	-2
CCOc1ccc(NC(=O)CN(C)C(=O)c2csc3c2CCCC3)cc1OCC
→ 20	-10	-2	4	-4	12	9	-19	-14	-16	4
CCC1Oc2ccccc2N(CC(=O)NC2CCCC2)C1=O (stereo not drawn)
→ -2	-34	-7	-10	1	0	15	0	-7	0	-3
CCOC(=O)C1=C(COC(=O)Cc2ccc(Br)cc2)NC(=O)NC1C (stereo not drawn)
→ 3	29	-8	-6	-10	-2	12	1	0	6	11
O=S(=O)(c1ccc(N2CCOCC2)cc1)N1CCOCC1
→ 10	-14	-2	3	-3	-13	1	-4	-5	-24	2
CCN(c1ccccc1)S(=O)(=O)c1ccc(OC)c(NC(=O)CNC)c1
→ -4	-37	4	3	-5	-14	0	-25	-9	7	3
COC(=O)C1=C(C)N(C(C)C)C(=O)C1(NC(C)=O)C(F)(F)F (stereo not drawn)
→ -7	-10	15	-11	-6	-4	4	-13	-5	-14	9
CC(C)[C@H](NC(=O)N1CCn2c1nc1ccccc12)C(=O)N[C@@H](C(=O)O)c1ccccc1
→ -11	0	-17	1	2	-30	13	3	16	12	6
NC1=NC(=O)/C(=C/c2c(OS(=O)(=O)c3ccc(Cl)cc3)ccc3ccccc23)S1
→ -5	10	0	-1	-2	-4	11	2	0	8	1

# Additional compounds follow:
# Value order: TROY NFkB inh	NCOA1 inh	COUP-TFII inh	NOD2 RIPK2 PPI	LMP1 NFkB inh	NCOA2 inhibitor	NR5A2 inv ag	C8 TRAIL sens	TLR9-MyD88 inh	NCOA3 inh	Vif inh
CC(=O)c1ccc(N2CCN(C(=O)C3CCN(C(=O)Nc4ccccc4)CC3)CC2)cc1
→ 5	-3	-5	-5	8	-20	-13	8	-7	-15	3
CC1(C(=O)NS(=O)(=O)c2cccc(Cl)c2)CCN1C(=O)c1ccccc1 (stereo not drawn)
→ -15	-10	4	-5	.	-54	5	-4	.	8	0
COc1cc(NC(=O)c2ccc(Cl)cc2)c(Cl)cc1NC(=O)c1cccnc1
→ -14	-11	-5	-3	7	18	5	-1	2	11	5
O=C(NC(=S)Nc1ccc2c(c1)OCCO2)c1ccccc1
→ 5	-71	-47	7	-33	-22	-130	27	-6	-113	7
Cn1cc(SCC(=O)NC2CCCC2)c2ccccc21
→ -18	12	13	-4	-9	-7	-3	-2	2	-6	2
CN1C2C=C3C(C#N)=C(N)C(C#N)(C#N)[C@@H](c4cccc(F)c4)[C@@H]3C1CC2 (stereo partly drawn)
→ 15	-7	25	-5	-2	0	-1	-4	-2	-18	7
CN(C)CCn1cnc2c(c1=N)C(c1ccccc1)c1ccc3ccccc3c1O2 (stereo not drawn)
→ -48	15	-9	18	-16	-3	1	22	-12	26	-16
CCOC(=O)c1ccc(CNC(=O)C(Cc2c[nH]c3ccccc23)NC(C)=O)o1 (stereo not drawn)
→ 4	-9	-5	2	-9	-18	-6	4	4	6	-5
Cc1ccc(C(=O)NNC(=O)c2ccc3ccccc3c2O)cc1
→ 12	-2	-2	-8	1	-7	4	15	0	4	1
COc1ncnc2c1oc1nc(C(C)C)c3c(c12)CC(C)(C)OC3
→ -19	-1	2	4	11	-12	-6	-16	0	3	-13
C[C@H](NC(=O)[C@@H]1Cc2ccccc2CN1)C(=O)NCC1CCCO1 (stereo partly drawn)
→ 7	-2	5	-2	5	-4	-3	4	2	-20	11
CCn1cc(S(=O)(=O)c2ccc(OC)cc2)c(=O)c2cc(OC)ccc21
→ -19	-21	-8	-6	-5	5	-1	3	11	-5	-5
C=CCNC(=O)C1CC(=O)N(c2ccc(OCC(=O)Nc3ccc(Cl)cc3)cc2)C1 (stereo not drawn)
→ -3	-9	-8	-17	-7	-2	-2	-2	-11	3	10
COc1ccccc1CNC(=O)c1c(O)c2cc(OC)c(OC)cc2[nH]c1=O
→ -17	0	-14	-8	-6	-10	4	8	6	11	5
CC1CCCCC1NC(=O)Cn1c(=O)oc2cc(S(=O)(=O)N3CCCC3)ccc21 (stereo not drawn)
→ 12	-4	-14	2	6	-2	-1	-6	1	1	14
COc1cccc2cc(C(=O)NCc3ccco3)c(=O)oc12
→ -63	-14	9	-7	-2	-11	2	-5	-1	-27	-1
Cc1ccc(S(=O)(=O)CC(CN2CCOCC2)N2CCOCC2)cc1 (stereo not drawn)
→ -3	2	10	4	0	-1	-7	-7	5	3	4
O=C(/C=C/c1ccco1)NCC1OCCc2ccccc21 (stereo not drawn)
→ 1	9	11	-17	1	-19	7	-7	-9	-1	0
C[C@H]1COC(=O)[C@H](CC(=O)OC(C)(C)C)C/C=C\C[C@@H](CC(=O)N(CCO)Cc2ccccc2)C(=O)N1
→ -9	-30	18	-24	-4	4	8	5	6	-5	-1
Cc1[nH]c2ccccc2c1C(=O)COC(=O)c1ccc2c(=O)n3c(nc2c1)CCC3
→ 6	-18	-5	3	1	-15	7	2	-1	14	-5
CCc1ccc(-c2cc(C(=O)Nn3cnnc3)c3ccccc3n2)cc1
→ -2	-69	-13	-3	77*	-28	-84	93*	-9	-60	4
CCCC(CCC(=O)Nc1cc([N+](=O)[O-])ccc1O)C(=O)O (stereo not drawn)
→ -9	2	-13	1	2	0	-7	1	-3	8	.
O=C1CCC(=O)N1c1cccc(-c2nc3ccccc3o2)c1
→ -25	7	-17	6	-2	-11	-2	2	-3	8	5
O=C(CSc1nc(O)c(Cc2ccccc2)c(=O)[nH]1)c1ccccc1
→ -2	-28	12	-3	4	-2	14	2	4	14	1
Cc1cc(-c2nn(C)c(=O)c3ccccc23)ccc1CNC(=O)NC1CCCCC1
→ -4	4	-9	1	-6	-3	-5	-4	-11	2	-4
O=C(/C=C/c1ccccc1)Nc1ccc(S(=O)(=O)N2CCOCC2)cc1
→ 4	-1	-5	4	10	-12	-14	5	-4	-6	-4
c1ccc(CSc2nnc3c(n2)OC(c2ccco2)Nc2ccccc2-3)cc1 (stereo not drawn)
→ -54	8	.	-7	1	.	1	-10	3	-48	-16
CC(=O)CCN1C(=O)NC2(CCCc3ccccc32)C1=O (stereo not drawn)
→ 11	-40	-1	-6	-1	0	2	-10	-14	-8	.
CCSc1nnc(NC(=O)CSc2nnc(CNC(=O)c3cc(OC)c(OC)c(OC)c3)o2)s1
→ -5	7	-2	-6	-2	-4	-43	16	-4	5	2
Cc1ccccc1C(=O)c1c[nH]c(C(=O)NCc2cccs2)c1
→ 2	-6	2	9	29	12	-17	12	-2	10	-2

# Further entries.
# Value order: TROY NFkB inh	NCOA1 inh	COUP-TFII inh	NOD2 RIPK2 PPI	LMP1 NFkB inh	NCOA2 inhibitor	NR5A2 inv ag	C8 TRAIL sens	TLR9-MyD88 inh	NCOA3 inh	Vif inh
O=C(Nc1nnc(CC(=O)N2CCOCC2)s1)C1COc2ccccc2O1 (stereo not drawn)
→ -12	2	12	-9	2	5	13	-5	-2	10	12
Cc1occc1C(=O)NCCCc1ccccc1
→ 21	-32	-20	-14	-10	-30	-19	-3	-11	-16	4
CC(NC(=O)C1CCCN1S(=O)(=O)c1ccc2c(c1)n(C)c(=O)c(=O)n2C)c1ccccc1 (stereo not drawn)
→ -5	-60	5	-10	3	-7	-9	15	3	9	1
Cc1cccc(-c2cc3nc4c(c(NCc5ccco5)n3n2)CCCC4)c1
→ -9	-64	-33	-13	-25	-76	-188	16	-5	-48	.
COc1ccc(CCc2nnc(CCC(=O)NCCc3ncccc3C)o2)cc1
→ -32	0	11	-2	3	-5	-16	9	2	-14	1
COc1cc(NC(=O)CN(C)S(=O)(=O)c2ccc3c(c2)CCC(=O)N3)cc(OC)c1
→ -8	7	-14	-11	1	2	25	-2	11	-6	.
COc1cccc(NC(=O)N(C)C[C@@H]2OCc3cn(nn3)CCCC(=O)N([C@H](C)CO)C[C@H]2C)c1
→ -4	-24	-7	-4	-8	3	-8	-14	5	-7	-3
C[C@@H]1CC=C[C@H]2[C@H]1C(=O)N(Cc1ccccc1)[C@H]2c1ccc2ccccc2c1Br
→ 16	1	-5	14	-5	8	14	24	-1	17	-8
